FN deposit inh = fibronectin deposition inhibition. AH1F fibroblasts, Alexa488-fibronectin deposition fluorescence, overnight. inhibition, % at 12.6 µM. 0.086% of 350,000 active;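 active = mean inhibition across replicates of 30% or more, regardless of how many single replicates reach that level; inconclusive = mean under 30% yet at least half of replicates reach 30%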;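 also: positive control wells lacked labelled fibronectin entirely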
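Assay system: AH1F fibroblasts assembling fluorescent fibronectin matrix; Amount: 10000 AH1F cells per well; Buffer or medium: DMEM, 2% serum; Probe or stimulus: Alexa488-fibronectin, 24 nM final in well; Doses: single compound dose, delivered by pin transfer; Incubation: 1 h adhesion, overnight exposure; Measured by: fluorescence 485/525 nm; Read-out: fibronectin deposition inhibition.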
SIRT5 inh = sirtuin-5 (human) deacylase inhibition; Q9NXA8; Purified SirT5, succinyl-peptide AMC, trypsin-coupled fluorescence; inhibition, % at 15 µM; 1.1% of 330,000 active; in the data active = inhibition above about 15%; inconclusive = no clear call, values can overlap the other calls
Target sequence (Q9NXA8 whole entry, looked up): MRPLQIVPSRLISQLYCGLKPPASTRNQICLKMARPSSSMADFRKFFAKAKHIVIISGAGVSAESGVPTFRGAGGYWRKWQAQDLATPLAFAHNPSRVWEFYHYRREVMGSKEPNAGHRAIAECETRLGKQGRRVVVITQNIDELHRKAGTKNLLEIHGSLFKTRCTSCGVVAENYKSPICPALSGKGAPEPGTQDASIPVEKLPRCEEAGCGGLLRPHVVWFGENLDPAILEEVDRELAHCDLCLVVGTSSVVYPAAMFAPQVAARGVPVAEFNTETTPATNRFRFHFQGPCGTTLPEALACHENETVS
S100A4 MyoIIA = S100A4-myosin IIA interaction inhibition; 0.14% of 360,000 active; S100A4/TAMRA-MyoIIA peptide fluorescence polarization; AID 652163; inhibition, % at 10.7 µM; P26447;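 active = mean inhibition of at least 70% across replicates, with every replicate also reaching that level; inconclusive = mean inhibition reaches 70% but some replicates fall short; inactive = mean inhibition below 70%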
Target sequence (P26447 whole entry, looked up): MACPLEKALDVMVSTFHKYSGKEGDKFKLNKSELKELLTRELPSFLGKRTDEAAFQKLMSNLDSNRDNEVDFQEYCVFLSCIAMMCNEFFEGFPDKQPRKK
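Test system – S100A4 monomer (human) · Compound – single-point compound testing · Schedule – 5 min incubation before reading · Probe or stimulus – TAMRA-labelled myosin IIA heavy-chain peptide probe, 5 nM · Benchmarks – neutral control DMSO, positive control TFP · Medium – Calcium-containing HEPES buffer, pH 7.2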
Statin myotox sup = suppression of simvastatin myotoxicity; 0.78% of 330,000 active; rescue of ATP level, % at 7.49 µM; AID 602340; C2C12 myotubes + simvastatin, ATP luminescence, 48 h; scaled: DMSO 0, geranylgeraniol control 100;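 active = mean ATP rescue above about 67%, or every replicate alone reaching that limit, limit read from the data, passing the limit was not always enough; inconclusive = no clear call, values can overlap the other calls; inactive = mean under the limit and some replicate under it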;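 also: myotubes were challenged with 10 µM simvastatin during compound exposure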
LGR2 antag = Drosophila LGR2 receptor signaling inhibition | HEK293 LGR2, CRE-luciferase, bursicon-stimulated, 4 h | 0.35% of 380,000 active | inhibition, % at 9.99 µM;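 active = drop in luminescence signal, shown as inhibition above about 50% in the replicate tests, limit read from the data, passing the limit was not always enough; inconclusive = probably only some replicates passing the limit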;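 also: agonist challenge used bursicon conditioned medium at about half maximal strength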
esBAF inh = inhibitors of esBAF chromatin remodeling in mouse ES cells; reporter increase, % at 12.5 µM; AID 602393; 2% of 350,000 active; Bmi1-luciferase knock-in reporter, 24 h; 100% = twice the neutral-well signal; in the data active = activation above about 40%; inconclusive = no clear call, values can overlap the other calls;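 also: 0% = median of the plate's neutral control wells and 100% = double that signal; a rise in the Bmi1 reporter signal indicates esBAF inhibition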
Casp6 inh = blocks human caspase-6 cleavage activity. purified caspase-6, Z-VEID-R110 cleavage fluorescence. P55212. inhibition, % at 12.5 µM. 0.53% of 350,000 active;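 active = mean inhibition across replicates at least about 35%, with every replicate also reaching that limit, limit read from the data; inconclusive = only one of the two criteria met; inactive = neither criterion met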;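 also: 0% = median of neutral control wells and 100% = no fluorescence left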
Target sequence (P55212 24-179 limits assumed): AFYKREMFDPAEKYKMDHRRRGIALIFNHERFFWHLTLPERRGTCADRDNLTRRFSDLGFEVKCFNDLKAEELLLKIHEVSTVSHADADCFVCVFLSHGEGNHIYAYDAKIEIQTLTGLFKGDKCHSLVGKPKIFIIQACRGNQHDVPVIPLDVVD
Target sequence (P55212 194-293 limits assumed): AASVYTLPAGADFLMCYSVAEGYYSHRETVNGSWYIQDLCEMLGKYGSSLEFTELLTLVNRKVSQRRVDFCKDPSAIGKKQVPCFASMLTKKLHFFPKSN
Numbers without * were called inactive; ? = inconclusive; · = not tested or not shown. These rows are one share of the data; rates above refer to the full screens.

SMILES | FN deposit inh | SIRT5 inh | S100A4 MyoIIA | Statin myotox sup | LGR2 antag | esBAF inh | Casp6 inh
O=C(C1CC1)N1CC[C@@H]2[C@H]1c1cc(-c3cccc(F)c3)ccc1N[C@@H]2CO | 3 | · | · | -1 | -30 | 1 | ·
CCNC(=O)[C@@H]1[C@@H](CO)[C@@H]2Cn3c(ccc(C4=CCCC4)c3=O)[C@@H]2N1C(=O)CC1CC1 | · | -9 | -25 | -5 | -24 | -1 | 1
Cc1cc(-c2nn(-c3ccccc3F)cc2CN2CCCC(O)C2)c(C)s1 (stereo not drawn) | -5 | -1 | -11 | 9 | 5 | -7 | 2
CCOc1ccc(Oc2ccc(Cl)cc2NC(=O)C2=COCCO2)cc1 | 2 | -2 | 3 | 5 | 4 | -5 | -7
CC(C(=O)NC1CCS(=O)(=O)C1)N1C(=O)/C(=C/c2ccc(Cl)cc2)SC1=S (stereo not drawn) | -2 | -3 | -7 | 1 | -16 | 2 | 5
Cc1noc(C)c1NC(=O)Nc1ccc2c(c1)C(=O)N([C@H](C)CO)C[C@@H](C)[C@H](CN(C)C(=O)Nc1cccc3ccccc13)O2 | -4 | 7 | 6 | ? | 15 | -2 | -1
CC(C)Oc1ccc(CCC(=O)NNC(=O)CCC(=O)O)cc1 | 9 | 0 | -6 | -9 | 12 | -2 | -2
CCOC(=O)c1cc(CC)sc1NC(=O)c1ccc(N2CCOCC2)c([N+](=O)[O-])c1 | · | -4 | 0 | -54 | -15 | -3 | 0
O=C(Cn1cc([N+](=O)[O-])cn1)N1CCc2ccccc2C1 | 0 | -5 | 0 | · | -2 | · | 1
COc1ccccc1OCCn1cc(C(=O)C(C)C)c2ccccc21 | 4 | · | -9 | 16 | 2 | -4 | -4
C[C@H](NC(=O)[C@@H]1[C@@H](CO)[C@@H]2Cn3c(ccc(-c4ccccc4F)c3=O)[C@H]1N2)c1ccccc1 | -5 | -10 | 4 | 14 | 8 | -1 | 2
CCOC(=O)CSc1nnc(-c2ccccc2OC)o1 | · | 3 | 8 | 12 | -16 | 8 | 0
O=C(CNCc1ccccn1)Nc1cc(S(=O)(=O)N2CCCCC2)ccc1Cl | 1 | -1 | -3 | · | -4 | · | -4
Cc1ccc(NC(=O)CN(C)C(=O)Cc2ccc(Cl)c(Cl)c2)cc1 | 0 | -10 | 18 | -6 | -10 | 0 | -4
CCC(=O)N1CCCCN2[C@H](CO)[C@H](c3ccc(C#Cc4ccccc4)cc3)[C@@H]2C1 | · | 14 | 1 | · | -6 | · | -4
COc1ccc(-c2nn(-c3ccccc3)cc2/C=N/Nc2ccc(Cl)c(C(=O)O)c2)cc1OC | -17 | -1 | -11 | · | 6 | · | 0
CCc1ccc(C(C)NC(=O)c2ccncc2)cc1 (stereo not drawn) | 1 | 2 | -7 | 4 | -7 | 4 | -7
CC1(CCc2ccccc2)NC(=O)N(CC(=O)Nc2ccc(S(N)(=O)=O)cc2)C1=O (stereo not drawn) | -1 | -3 | 0 | · | 17 | · | 0
CCC(=O)Nc1ccc2c(c1)C(=O)N(C)[C@@H]1CC[C@@H](CC(=O)NCc3ccc(OC)cc3)O[C@@H]1CO2 | -7 | 1 | 22 | -7 | 4 | -4 | 5
COc1cc2c(cc1OC)C(C1(O)CCCCC1)NCC2 (stereo not drawn) | 0 | -2 | -1 | -5 | 8 | 7 | 7
CC(=O)Nc1c2c(nn1-c1ccc(C)cc1)CSC2 | -6 | 2 | -18 | 13 | 8 | 1 | -2
COc1ccc(NC(=O)N2CC(=O)N3[C@@H](CO)[C@H](c4ccc(-c5ccc(C)cc5)cc4)[C@@H]3C2)cc1 | · | -2 | 6 | · | 15 | · | 2
C[C@@H]1COC(=O)[C@H](NC(=O)OCC2c3ccccc3-c3ccccc32)C/C=C\C[C@@H](CC(=O)N[C@H](CO)Cc2ccccc2)C(=O)N1 | -2 | · | 4 | -28 | -9 | -12 | -1
CC1(C)NC(=O)N(CC(O)CN(c2ccccc2)S(=O)(=O)c2ccccc2)C1=O (stereo not drawn) | 2 | -2 | 2 | 21 | -4 | -8 | 0
CO/N=C(\c1ccccc1)c1cccnc1 | 2 | -2 | 2 | 7 | 6 | -2 | -1
COCCNC(=O)c1cc2sc3ccccc3c2s1 | -9 | · | · | -51 | · | 2 | ·
Nc1ccc(C(=O)N/N=C/c2ccc(N3CCOCC3)s2)cc1 | 1 | 4 | -13 | 10 | -16 | 17 | -1
CC(C)(C)c1ccc(NC(=O)N2CCN(c3ccc([N+](=O)[O-])cn3)CC2)cc1 | 7 | 1 | 0 | · | 6 | · | -2
CCN(CC)S(=O)(=O)c1cccc(NC(=O)/C=C/c2cccc([N+](=O)[O-])c2)c1 | 2 | · | -1 | · | · | · | 1
Cc1cccc(NC(=O)c2cccc3c2C(=O)c2ccccc2-3)c1 | 0 | · | · | -68 | · | 0 | ·
O=C(CSC1=Nc2ccccc2C2=NC(CC(=O)NC3CCCCC3)C(=O)N12)NCc1ccco1 (stereo not drawn) | -3 | · | · | 0 | · | -2 | ·
CCOC(=O)c1c(NC(=O)CSc2nnc(-c3ccccc3)n2CC)sc(C(C)=O)c1C | · | · | -1 | 15 | 2 | 16 | 2
CCOC(=O)C1CCCN(CC(=O)Nc2nccs2)C1 (stereo not drawn) | 4 | -3 | -2 | 8 | 3 | -9 | -4
O=C(NCc1ccc(F)cc1)[C@@H]1[C@@H](CO)[C@@H]2Cn3c(cccc3=O)[C@@H]2N1C(=O)C1CC1 | · | -1 | 8 | 25 | -11 | 2 | 1
Cc1c(Cl)cccc1NC(=O)[C@@]1(CC(=O)O)CC(/C=C/c2ccccc2)=NO1 | -4 | -3 | -2 | 8 | -2 | 8 | -1
COc1ccc(NC(=O)N(C)C[C@H]2Oc3ccc(NC(=O)NC(C)C)cc3C(=O)N([C@@H](C)CO)C[C@H]2C)cc1 | · | 3 | -9 | -1 | 2 | 2 | 1
CC(=O)COc1ccc2c(-c3cccc([N+](=O)[O-])c3)cc(=O)oc2c1 | · | -4 | -25 | 8 | -23 | -2 | 1
COC(=O)C1CCN(Cc2cc(=O)oc3cc(C)c(Cl)cc23)CC1 | 10 | -4 | -4 | 4 | -8 | 4 | -2
CCC(CC)c1nnc(NC(=O)Cc2ccccc2[N+](=O)[O-])s1 | -1 | -9 | 6 | · | 19 | · | 4
Cc1ccccc1NC(=S)N(CCCN1CCOCC1)Cc1ccccn1 | -9 | · | 0 | · | · | · | 0
COc1ccc(C)cc1N(C(=O)COc1cccc(F)c1)c1nc2ccccc2s1 | 5 | -2 | -17 | · | 0 | · | 0
C[C@H]1CN([C@@H](C)CO)C(=O)Cc2cc(NS(=O)(=O)c3ccc(Cl)cc3)ccc2O[C@@H]1CN(C)Cc1ccc2c(c1)OCO2 | · | 6 | 5 | 24 | -4 | 1 | 2
COc1cccc(NC(=O)CN2C(=O)CSc3ccc(S(=O)(=O)N4CCOCC4)cc32)c1 | 8 | -3 | -2 | 1 | 3 | 1 | -1
Cc1cc(NC(=O)CSc2nnc(CNC(=O)c3ccccc3)o2)no1 | -5 | -1 | 2 | · | 13 | · | 1
CCCCc1nc(C(N)=O)c2[nH]c(=O)n(-c3ccccc3F)c2n1 | · | -15 | 0 | 4 | -6 | -4 | -2
Cc1cccc(C)c1NC(=O)CSc1n[nH]c(=O)n1C1CC1 | -5 | -7 | -5 | -2 | -6 | -2 | 1
Cc1cc(C)cc(NC(=O)CSc2ncc(S(=O)(=O)c3ccccc3)c(=O)[nH]2)c1 | 0 | 1 | 3 | · | 6 | · | 1
C[C@@H]1CCCCO[C@H](CN(C)C(=O)Nc2ccc3c(c2)OCO3)[C@@H](C)CN([C@H](C)CO)C(=O)c2cc(NS(C)(=O)=O)ccc2O1 | · | 0 | 14 | · | 7 | 3 | 2

Reprinted from the part before: 4 compounds; new compounds follow.
SMILES | FN deposit inh | SIRT5 inh | S100A4 MyoIIA | Statin myotox sup | LGR2 antag | esBAF inh | Casp6 inh
CCCCc1nc(C(N)=O)c2[nH]c(=O)n(-c3ccccc3F)c2n1 | · | -15 | 0 | 4 | -6 | -4 | -2
Cc1cccc(C)c1NC(=O)CSc1n[nH]c(=O)n1C1CC1 | -5 | -7 | -5 | -2 | -6 | -2 | 1
Cc1cc(C)cc(NC(=O)CSc2ncc(S(=O)(=O)c3ccccc3)c(=O)[nH]2)c1 | 0 | 1 | 3 | · | 6 | · | 1
C[C@@H]1CCCCO[C@H](CN(C)C(=O)Nc2ccc3c(c2)OCO3)[C@@H](C)CN([C@H](C)CO)C(=O)c2cc(NS(C)(=O)=O)ccc2O1 | · | 0 | 14 | · | 7 | 3 | 2
COc1cccc(NC(=O)CN(C)C(=O)c2ccc(-c3ccccc3Cl)o2)c1 | · | 2 | 0 | -1 | -5 | -1 | -3
CN(C)C=NC(=O)c1cc(C(=O)c2ccc(F)cc2)c[nH]1 | -1 | -4 | 1 | 1 | -10 | -5 | -1
CC(=O)N1CCN(c2ccccc2NC(=O)c2cc3ccccc3o2)CC1 | 1 | -1 | 3 | -6 | -11 | 0 | 0
Cc1ccc(/C=C(\CCC(=O)O)c2nc3ccccc3s2)cc1[N+](=O)[O-] | -8 | 4 | 2 | · | -18 | · | 11
Cc1ccc(S(=O)(=O)N[C@@H]2CC[C@H](CCn3cc(C4CC4)nn3)O[C@H]2CO)cc1 | 2 | 6 | -3 | 0 | -11 | -1 | 1
C=CCOC(=O)[C@@H]1[C@H]2C(=O)O[C@H](c3ccccc3)[C@H](c3ccccc3)N2[C@H](c2ccc(OCCOC(=O)[C@@H]3C[C@@H]4C(=O)N[C@@H](CC(C)C)C(=O)N4[C@@H]3c3ccc(O)cc3)cc2)[C@@]12C(=O)Nc1ccc(I)cc12 | · | 7 | 37 | · | · | · | -2
Cc1ccccc1NC(=O)/C=C1\SC(=O)NC1=O | 17 | -1 | 6 | · | -10 | · | 2
CCOCCn1c(CN2CCc3ccccc3C2)nc2c1c(=O)n(C)c(=O)n2C | 10 | 2 | 5 | -6 | 7 | -1 | -4
O=C(COC(=O)c1ccco1)c1ccc(F)cc1 | 2 | -4 | 0 | -9 | -53 | 10 | 3
C[C@@H]1CN([C@@H](C)CO)C(=O)Cc2cc(NS(=O)(=O)c3ccc(F)cc3)ccc2O[C@@H]1CN(C)Cc1ccc2c(c1)OCO2 | · | 0 | 3 | 7 | -13 | 0 | 2
Cc1ccc(S(=O)(=O)NCC[C@H]2CC[C@@H](NS(=O)(=O)c3ccccc3Cl)[C@@H](CO)O2)cc1 | 2 | -4 | -2 | 8 | 1 | 5 | 1
Cc1c2cnccc2c(C)c2c1oc1ccccc12 | -17 | -6 | 13 | · | -65 | · | -3
CCCC(=O)Nc1ccc2c(c1)nc(CN1CCN(C(=O)OCC)CC1)n2C | -7 | -3 | -5 | -5 | 1 | 2 | 1
COc1ccc(-c2noc(CCC(=O)N3CCN(c4cccc(Cl)c4)CC3)n2)cc1 | 8 | -3 | 9 | -1 | 6 | -8 | 2
Cc1cc(C)n2nc(CNS(=O)(=O)c3ccc(CC(C)C)cc3)nc2n1 | 9 | -10 | -1 | -3 | -3 | -3 | -2
C[C@H](CO)N1C[C@H](C)[C@H](CN(C)Cc2ccncc2)OCc2cn(nn2)CCCC1=O | -11 | · | · | -9 | 10 | -4 | ·
Cc1cc(N2CCN(CC(C)(C)O)C[C@@H]2C)ccc1N1CCN(Cc2ccccc2)[C@H](C)C1 | -7 | 0 | -10 | · | -1 | · | -5

Bioassay records: PubChem, Broad Institute
